# Source: PubChem
# HTR5A inv ag: HTR5A inverse agonists in luminescence cell assay, primary screen, counter-screen for OPRM1-OPRD1 heterodimer inverse agonist project, full-deck HTS | AID 504634, 2011 | HTR5A cell line, inverse agonism | 340,000 compounds, 0.083% hits | inhibition, % at 9.3 µM | 5-hydroxytryptamine receptor 5A (Homo sapiens), P47898; in the data active means inhibition mostly above about 23%, no sharp cut-off; inactive means mostly below about 18%;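 further: 0% = cells with DMSO and 100% = no-cell wells with DMSO; some compounds called inactive have numbers as strong as hits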
# Target sequence (P47898 whole entry, looked up): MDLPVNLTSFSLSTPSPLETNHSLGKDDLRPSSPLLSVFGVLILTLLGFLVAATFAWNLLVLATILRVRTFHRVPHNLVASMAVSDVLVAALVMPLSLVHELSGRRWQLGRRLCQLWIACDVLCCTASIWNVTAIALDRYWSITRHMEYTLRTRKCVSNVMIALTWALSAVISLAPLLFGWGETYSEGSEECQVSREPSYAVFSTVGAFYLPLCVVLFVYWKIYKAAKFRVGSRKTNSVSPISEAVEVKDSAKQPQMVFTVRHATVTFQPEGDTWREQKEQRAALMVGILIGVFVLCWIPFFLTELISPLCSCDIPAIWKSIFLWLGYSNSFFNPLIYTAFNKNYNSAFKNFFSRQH
# PfHsp90 set2: growth inhibition of PfHsp90-expressing yeast, primary screen, antimalarial PfHsp90 inhibitor project, S. cerevisiae, BacTiter-Glo luminescence, single point, set 2; BacTiter-Glo ATP, 48 h; yeast lacking PDR1 and PDR3 efflux regulators; AID 504621, 2011; inhibition, % at 9.4 µM; 310,000 compounds, 0.32% hits;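 active means every replicate shows inhibition above about 80%, whatever the replicate mean, limit read from the data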;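 further: 0% = DMSO neutral controls and 100% = 20 µM radicicol positive controls; yeast relying on Plasmodium falciparum Hsp90 in place of its own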
# E coli growth: E. coli V3065 growth inhibition, primary screen, counter-screen for AddAB inhibitor project, absorbance, OD600. 18 h. inhibition, % at 11.9 µM. 330,000 compounds, 0.27% hits. AID 449728, 2010;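 active means inhibition above the campaign's mean inhibition across all tested compounds plus 3 SD, cut at about 9.9% in these data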;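 further: uninfected addAB+ strain grown without phage in ampicillin broth; 0% = DMSO wells and 100% = ciprofloxacin 0.95 µg/ml wells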
# SUMO Mot1 rescue: yeast Mot1-301 growth rescue at high temperature, primary screen, SUMOylation pathway inhibitor project, S. cerevisiae, ATP luminescence, 38.5C | S. cerevisiae Mot1-301 growth rescue; percent above DMSO median, 100 means doubled | growth rescue, % at 18.8 µM | 320,000 compounds, 1% hits | AID 2716, 2010;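 active means every valid replicate shows activation above 250% relative to neutral control wells; inactive means the rest, any valid replicate at or below 250%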;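 further: OY570 slx delta 5 strain wells were the positive control but not used for scaling; some compounds called inactive have numbers as strong as hits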
# MOR-DOR inv ag: inverse agonists of MOR-DOR heterodimerization, primary screen, cell-based, luminescence. Mu-type opioid receptor (Homo sapiens) + Delta-type opioid receptor (Homo sapiens), …. cell-based MOR-DOR heterodimer luminescence, inverse agonism. inhibition, % at 9.3 µM. 340,000 compounds, 0.21% hits. AID 504357, 2011; in the data active means inhibition above about 22%, passing the limit was not always enough;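 further: 0% = cells with DMSO and 100% = wells without cells with DMSO; values of inactives mirror those of a sister screen read the other way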
# Tat export inh: E. coli Tat export inhibitors, primary screen, MC4100, TorA-mCherry reporter, fluorescence, single point | inhibition, % at 10 µM | 340,000 compounds, 0.036% hits;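 active means mean replicate inhibition at least 50% and at least half of replicates individually reaching 50%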;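 further: exported cargo escapes ClpAP degradation while cytoplasmic cargo is degraded and loses fluorescence; 0% = median of neutral control wells and 100% = median of NaSCN control wells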
# PKA-R1A act: activators of PKA-R1A holoenzyme, primary screen, biochemical, fluorescence polarization, Cy5-IP20, bovine R1A, mouse PKAc | cAMP-dependent protein kinase type I-alpha regulatory subunit (Bos taurus) + … | PKA-R1A dissociation; scaled: DMSO 0%, 113 µM cGMP 100% | activation, % at 11.4 µM | 340,000 compounds, 0.083% hits;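 active means percent activation above the mean of all tested compounds plus 3 SD, cut at about 19% in these data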;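 further: higher means more PKAc released from R1A so a rise in polarization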
# AddAB inh: growth inhibition of E. coli expressing H. pylori AddAB, primary screen, AddAB inhibitor project, absorbance | inhibition, % at 11.9 µM | 330,000 compounds, 0.29% hits; in the data active means inhibition above about 12%;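 further: 0% = vehicle wells of infected cells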
# PKA-R2B act: activators of PKA-R2B holoenzyme, primary screen, biochemical, fluorescence polarization, Cy5-IP20, human; AID 504700, 2011; activation, % at 11.4 µM; PKA-R2B holoenzyme dissociation; R2B truncated from residue 108, S112A mutant; 0% DMSO only, 100% 113 µM cGMP; 340,000 compounds, 0.079% hits;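 active means activation above a cutoff set at the mean over all compounds plus 3 SD, cut at about 18% in these data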;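 further: higher means more holoenzyme dissociation and a rise in polarization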
# Target sequence (P31323 whole entry, looked up, other chains not shown, the tested form may be a part): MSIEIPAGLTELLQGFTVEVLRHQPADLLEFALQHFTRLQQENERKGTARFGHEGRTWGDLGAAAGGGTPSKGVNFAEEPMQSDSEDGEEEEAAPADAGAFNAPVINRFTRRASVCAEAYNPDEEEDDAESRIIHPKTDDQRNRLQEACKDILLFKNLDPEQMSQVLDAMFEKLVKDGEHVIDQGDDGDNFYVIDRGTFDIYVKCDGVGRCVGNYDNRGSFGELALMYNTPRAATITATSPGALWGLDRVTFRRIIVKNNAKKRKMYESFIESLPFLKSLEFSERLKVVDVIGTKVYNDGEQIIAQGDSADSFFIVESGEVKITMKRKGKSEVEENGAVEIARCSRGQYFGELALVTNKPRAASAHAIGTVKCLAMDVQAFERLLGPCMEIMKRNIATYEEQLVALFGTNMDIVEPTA
# OPRM1-OPRD1 ag: agonists of OPRM1-OPRD1 heterodimerization, primary screen, cell-based, luminescence. activation, % at 9.3 µM. Mu-type opioid receptor (Homo sapiens) + Delta-type opioid receptor (Homo sapiens), …. cells. 340,000 compounds, 0.3% hits. AID 504326, 2011; in the data active means activation above about 18%;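 further: 0% = vehicle-treated cells and 100% = reference agonist; values of inactives mirror those of a sister screen read the other way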
# phage Ecoli inh: growth loss of phage-infected E. coli, primary screen, RecBCD inhibitor project, absorbance, with phage, HTS | inhibition, % at 11.9 µM | 360,000 compounds, 0.26% hits | AID 651602, 2012; in the data active means inhibition above about 11%
# Numbers without * were called inactive; . = not tested or not shown.
SMILES,HTR5A inv ag,PfHsp90 set2,E coli growth,SUMO Mot1 rescue,MOR-DOR inv ag,Tat export inh,PKA-R1A act,AddAB inh,PKA-R2B act,OPRM1-OPRD1 ag,phage Ecoli inh
C/C(=N\Nc1ccc([N+](=O)[O-])cc1)c1ccc(N)cc1,0,0,-0.3,149,-13,-4,-2,6.7,-6,2.5,4.3
CC(C)CNS(=O)(=O)c1ccc(S(=O)(=O)N2CCCN(Cc3ccccc3)C2)cc1,-18,.,-0.6,3,-14,-6,-10,1.4,-4,2.5,.
Cn1c(SCCOc2ccccc2Cl)nnc1-c1ccncc1,-5,2,-0.4,11,14,-4,-2,-0.5,5,-2.3,0.2
CNc1nc(SCC(=O)OC)nc(N2CCOCC2)n1,-1,.,0.8,5,7,-9,-10,1.1,4,-1.2,0.3
C=CCNC(=S)N1CCc2c([nH]c3ccccc23)C1C (stereo unspecified),7,0,-1.5,86,4,-9,11,0.7,8,-0.7,2.7
CC(=O)N1CCc2ccccc2C1CC(=O)O (stereo unspecified),43*,-6,0.5,-6,6,7,8,-1.5,-4,-1.1,1.7
C=C1[C@H]2O[C@H]2[C@@H](OC(C)=O)[C@@]2(C)[C@@H](OC(C)=O)C[C@@H](OC(C)=O)[C@@](C)(O)[C@@H]2[C@@H](OC(C)=O)[C@@]2(O)[C@@H](C)C(=O)O[C@H]2[C@H]1Cl,0,-2,.,.,10,3,-3,.,-11,-2.1,-0.4
COCc1nnc(NC(=O)CCSc2ccccc2)s1,-44,33,-0.4,-11,-5,-5,-1,1.8,-6,0.9,1.8
Cc1ccc(NC(=O)CCc2nc3sc4c(c3c(=O)[nH]2)CCCC4)c(Br)c1,0,-9,-1.2,-16,3,-5,-6,-0.7,-4,-0.5,.
COc1cc(C(=O)NCCC(=O)N2CCC3(CC2)NCCc2[nH]cnc23)cc(OC)c1OC,8,-13,-0.8,5,5,11,8,0.3,-1,-0.9,1.7
CCOc1ccc(NC(=O)N2CCC(n3c(=O)[nH]c4ccccc43)CC2)cc1,.,-1,1.1,-8,.,-8,-4,3.0,0,.,1.2
O=S(=O)(SC1=NCCN1)c1ccccc1,-3,37,.,.,11,-8,11,.,0,-2.2,0.3
O=C(Cc1ccc(O)cc1)N/N=C/c1cccs1,-1,8,1.3,-10,17,22,0,5.8,0,-3.3,1.3
Cc1nc2ccc(S(=O)(=O)Nc3cccc(-c4nc5cccnc5s4)c3C)cc2s1,-9,-27,0.4,7,0,-3,-9,0.0,7,0.1,1.6
Nc1ncnc2c1ncn2[C@@H]1O[C@H](CNS(=O)(=O)c2ccc3c(c2)CCN(C(=O)C(F)(F)F)C3)[C@@H](O)[C@H]1O,4,18,2.9,.,16,0,9,0.9,-5,-3.4,4.7
CC1CCC(NC(=O)Cn2c(=O)oc3cc(S(=O)(=O)N4CCCC4)ccc32)CC1 (stereo unspecified),-3,-11,0.4,162,10,3,-7,-1.8,-11,-1.8,2.2
O=C(Nc1nccs1)c1ccc(Cl)cc1[N+](=O)[O-],15,-2,-1.1,9,18,-8,-4,0.2,5,-3.8,1.6
CCOc1c(S(=O)(=O)N2CCCC2)ccc(Cl)c1Cl,-2,26,-0.1,22,-3,9,6,2.6,0,0.7,2.1
O=C(NC1CC1)c1cc2c(s1)CS(=O)(=O)C2,-23,.,-1.0,-6,7,0,8,3.7,-2,-1.1,3.6
COc1ccc(OC)c(NC(=O)CCNC(=O)Cn2cnc3ccccc3c2=O)c1,-1,.,-0.2,.,11,1,-4,0.0,2,-2.4,0.6
O=C(Nc1nnc(Cc2ccc(Cl)cc2)s1)c1ccco1,10,-29,1.4,4,4,6,-5,2.3,-1,-0.6,1.2
COc1ccccc1C(=O)Nc1ccc2c(C)cc(=O)oc2c1,-8,-8,-0.6,26,-19,-10,4,0.2,-6,4.0,1.0
COc1ccc([N+](=O)[O-])cc1NC(=O)c1cn(-c2ccc(C)c(C)c2)c(=O)c2ccccc12,10,-45,0.7,-4,-5,-1,4,3.7,-1,0.9,3.6
CC1(c2nnc(-c3cccc(Cl)c3)o2)CC(c2cccc(F)c2)=NO1 (stereo unspecified),-11,.,-0.2,2,1,5,-5,1.9,-16,-0.1,1.4
COc1ccccc1N1CCN(C(=O)c2noc(C)c2[N+](=O)[O-])CC1,8,4,-1.9,.,6,-2,4,3.2,0,-1.2,3.5
CC(=O)N1c2c(cc(Br)cc2S(=O)(=O)NCc2ccc3c(c2)OCO3)CC1C (stereo unspecified),-10,.,-1.5,-9,2,6,2,1.1,4,-0.3,1.7
Cc1ccc(S(=O)(=O)CCc2ccccn2)cc1,-14,-35,0.4,-2,13,2,3,1.5,11,-2.1,1.0
CSc1n[nH]c(NC2=CC(=O)CCC2)n1,7,9,0.4,741,8,-6,8,-0.5,-7,-1.5,2.5
Cc1cc(C(F)F)n2ncc(C(=O)N3CCc4ccccc4C3)c2n1,2,-9,-2.4,2,17,7,3,3.5,-5,-3.7,1.8
Cc1ccc(OCCCC(=O)Nc2ccc(S(=O)(=O)N3CCOCC3)cc2)cc1,16,7,1.8,3,-8,11,-4,2.1,-3,1.9,4.8
CC1CCCC(C)N1NC(=O)c1cccc(S(=O)(=O)N2CCc3ccccc32)c1 (stereo unspecified),3,6,-0.8,-9,-8,-3,1,0.1,-8,1.5,2.1
O=C(Oc1ccccc1N1C(=O)C2CCCCC2C1=O)c1ccccc1 (stereo unspecified),-10,4,-0.8,-18,7,-6,-5,-1.1,-9,-1.3,3.9
O=C(NCCc1ccccc1)C1CCCN(S(=O)(=O)c2cccc3nonc23)C1 (stereo unspecified),-5,16,1.1,6,1,-3,-8,2.7,7,-0.3,2.2
COc1ccc(-c2nnc(SCC(=O)NCC3CCCO3)o2)cc1 (stereo unspecified),-14,10,-1.9,-7,18,5,-5,4.0,3,-3.3,-4.6
Nc1nc(-c2ccc(Oc3ccccc3)cc2)cs1,7,-108,1.9,-35,-9,4,-1,0.4,-5,1.9,-0.4
C[C@H](CO)N1C[C@H](C)[C@@H](CN(C)Cc2ccncc2)Oc2c(NC(=O)C3CCCCC3)cccc2C1=O,0,3,1.7,42,17,2,-18,0.9,-1,-3.0,-0.2
COc1cccc(-c2nnc(SCCC(=O)O)n2C)c1,-4,2,-0.4,-1,6,-2,1,4.0,-4,-1.1,1.4
FC(F)(F)c1cc(-c2ccco2)nc(NCc2ccco2)n1,-9,.,-0.7,6,-2,10,-5,0.5,0,0.4,2.3
CCN(C[C@H]1N[C@@](CC)(C(=O)OC)[C@H]2C(=O)N(Cc3ccccc3)C(=O)[C@@H]12)C(C)=O,-12,10,1.8,.,10,-9,-7,1.7,-3,-2.1,1.7
O=C(c1ccccc1NS(=O)(=O)c1cccc([N+](=O)[O-])c1)N1CCCC1,-16,8,0.0,-5,0,-6,4,1.9,-9,-0.1,-2.1
COCC(=O)N1CCC(Oc2ccc(C(=O)NC3CCOC(C)(C)C3)cc2)CC1 (stereo unspecified),-8,-3,-0.1,1,14,0,9,1.2,-1,-2.6,1.2
Cn1cnnc1SCC(=O)Nc1sc2c(c1C(N)=O)CCC2,-5,13,-0.9,6,15,-10,7,-1.3,15,-2.6,-0.2
Cc1ccc(-n2ncc3c(NCCCN4CCCC4=O)ncnc32)c(C)c1,7,-8,-2.8,-25,10,-1,-5,1.7,-7,-2.1,3.2
CCOC(=O)c1c(C)[nH]c(NC(=O)NNC(=O)c2ccc(OC)cc2)c1C,2,-3,1.6,-4,9,-1,-3,1.8,-17,-2.4,0.6
CCOc1ccc(C(=O)N/N=C(\c2ccccc2)c2ccccn2)cc1,-4,-7,-1.8,-4,8,-1,7,0.3,0,-1.5,1.3
CCC(C)Sc1ccc([C@H]2N[C@@](CC(C)C)(C(=O)OC)[C@H]3C(=O)N(C)C(=O)[C@@H]23)cc1 (stereo partly specified),25,25,-1.4,-2,-18,8,2,1.9,2,3.8,-0.5
O=C(O)CSc1ncnc2sc(-c3ccccc3)cc12,8,.,2.2,525*,6,-7,-12,0.2,-4,-1.3,0.0
Cc1ccn2c(CNCCn3nc(C)cc3C)c(C(=O)N3CCCCCC3)nc2c1,-1,.,-0.8,534*,7,3,-11,-0.2,-1,-1.4,0.9
CC(NC(=O)c1ccccc1Cl)C(=O)OCc1cn2cc(Cl)ccc2n1 (stereo unspecified),11,3,0.8,38,-2,-5,2,2.2,-5,0.6,8.2
Cc1ccc(C(=O)CSc2nnc(CNc3nc(-c4ccccc4)cs3)n2C)cc1,3,-19,-1.6,13,3,6,-7,2.2,-14,-0.6,0.6
# Later entries:
SMILES,HTR5A inv ag,PfHsp90 set2,E coli growth,SUMO Mot1 rescue,MOR-DOR inv ag,Tat export inh,PKA-R1A act,AddAB inh,PKA-R2B act,OPRM1-OPRD1 ag,phage Ecoli inh
Cc1cc(NCc2ccccc2)n2ncnc2n1,-21,-1,0.8,8,12,1,-1,1.5,1,-2.5,3.0
O=C(Nc1ccc2c(c1)OCCO2)C1CCN(S(=O)(=O)c2cccs2)CC1,23,5,1.7,-31,7,-5,-1,2.6,2,-1.3,3.0
CCCn1c(C2CCCN2c2nc(-c3ccc(C)cc3)cs2)nc2cc(Cl)c(N3CCCCC3)cc21 (stereo unspecified),-18,-1,-1.5,3,-9,-10,-6,0.0,-5,1.5,2.5
CC(C)c1c(C(=O)N/N=C/c2cccc3ccccc23)nnn1-c1nonc1N,-4,1,0.7,-7,-16,2,-16,5.9,-10,3.0,0.9
COc1ccc(CCNC(=O)C(=O)NCc2ccc(Cl)cc2)cc1OC,-14,-44,-0.6,-25,-3,16,-8,4.4,-3,0.5,4.6
CCC/C(O)=C1\C(=O)CCCC1=NCCc1c(C)[nH]c2ccc(C)cc12,-23,-5,-0.5,-5,-3,-4,-1,0.8,-10,0.5,2.2
CCOC(=O)C1CCN(c2ncnc3c(C)csc23)CC1,20,-43,1.9,-10,-2,6,5,5.5,6,0.5,3.6
COc1ccc(S(=O)(=O)N2C3CCC2CC(NC(=O)C2CC2)C3)cc1 (stereo unspecified),2,.,-1.5,-22,2,13,6,1.0,-3,-0.3,4.4
NC(=O)CSc1nnc(-c2ccccn2)n1N,5,15,0.1,18,-3,1,-2,-0.2,-15,0.6,1.5
COc1ccc(-n2c(-c3cccc(OC)c3)nc(=S)c3c2CCCC3)cc1,-2,-22,1.2,-6,13,0,4,-2.5,-4,-2.3,1.0
